NOD1 NF-kB reporter: NOD1 signaling inhibitors, primary screen, cell-based, luminescence, uHTS (AID 1578); NOD1-driven NF-kB luciferase reporter cells, luminescence; higher % means a stronger effect; inhibition, % at 4 µM, or EC50 in µM where a hit was titrated; actives 1% (n = 290,000); in the data active = inhibition mostly above about 36%, no sharp cut-off; inactive = mostly below about 34%;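 also: HEK-293T reporter cells stimulated with the NOD1 agonist gamma-tri-DAP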
CSM14.1 death rescue: rescue of cells from ER stress-induced death, primary screen, 384-well, CSM14.1, thapsigargin, ATP luminescence (AID 1222); cellular ATP content (survival), % at 20 µM; hits with a dose series show EC50 in µM; 190,000 tested, under 10 active; CSM14.1 thapsigargin-induced death rescue, ATP luminescence; higher % means a stronger effect;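 active = EC50 below 50 µM in the dose-response confirmation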;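 also: death triggered by thapsigargin at about 15 µM added after 2 h compound pretreatment; cell ATP read after overnight thapsigargin exposure of roughly 18 to 22 hours; normalized against plate controls of thapsigargin alone and 5% DMSO vehicle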
GPR55 activation: selective activators of receptor GPR55 – imaging, U2OS cells, beta-arrestin-GFP redistribution, primary screen (AID 1961); U2OS GPR55 beta-arrestin-GFP redistribution imaging; higher % means a stronger effect; activation, % at 10 µM; hits with a dose series show EC50 in µM; actives 0.048% (n = 290,000);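 active = activation above 40% with more than 50 cells counted in the well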;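 also: U2OS osteosarcoma cells stably expressing GPR55 and beta-arrestin-GFP; plate controls were DMSO negative control for no effect and LPI positive control for full effect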
Yfh1-off respiration: enhancers of respiration in Yfh1-depleted yeast, dose response, Friedreich's ataxia, plus single-dose screen (AID 1465) | one-dose fold induction at 50 µM; EC50 in µM for titrated hits | S. cerevisiae Yfh1-off respiration, WST-1 reduction, 72 h; higher fold induction means a stronger effect | actives 0.074% (n = 220,000);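 active = fold induction of absorbance versus untreated yeast above a set limit, then at least 30% activation at any dose in follow-up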;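 also: activators that raise dye reduction in frataxin-depleted yeast; strong numbers were not always called active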
KOR beta-arrestin-1: kappa opioid receptor activators – cell-based, luminescence, uHTS, primary screen (AID 1777); KOR beta-arrestin recruitment, luminescence; higher % means a stronger effect; one-dose activation, % at 10 µM; EC50 in µM for titrated hits; actives 0.02% (n = 280,000); in the data active = activation above about 50%, passing the limit was not always enough; also: a part of the inactive calls stands beside numbers as strong as those of hits
NTR1 ag: agonists of NTR1, primary screen, imaging, U2OS cells, beta-arrestin-GFP, high content (AID 493036) | P30989 | NTR1-U2OS beta-arrestin-GFP spot imaging, agonist mode | activation, % at 20 µM | actives 0.17% (n = 330,000);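 active = activation at or above 40% of the spot to cytoplasm intensity ratio, with at least 20 cells analyzed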;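 also: 0% = DMSO without peptide and 100% = 100 nM NTR1 peptide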
Target sequence (P30989 whole entry, looked up): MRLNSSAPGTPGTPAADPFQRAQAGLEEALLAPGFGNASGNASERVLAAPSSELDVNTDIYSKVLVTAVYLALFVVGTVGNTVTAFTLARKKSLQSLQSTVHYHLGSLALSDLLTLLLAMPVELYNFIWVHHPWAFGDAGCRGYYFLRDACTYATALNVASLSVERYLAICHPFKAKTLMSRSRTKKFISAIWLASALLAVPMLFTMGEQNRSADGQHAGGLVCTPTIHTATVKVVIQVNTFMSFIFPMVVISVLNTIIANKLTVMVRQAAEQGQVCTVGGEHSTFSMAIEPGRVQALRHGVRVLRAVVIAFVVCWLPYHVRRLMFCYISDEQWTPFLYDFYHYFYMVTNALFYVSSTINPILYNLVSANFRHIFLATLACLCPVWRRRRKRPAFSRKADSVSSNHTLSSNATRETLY
HEK293 NOD2/NF-kB: inhibition of NOD2-driven NF-kB reporter – cell-based, luminescence, uHTS, HEK293 (AID 1566); HEK293 NOD2/NF-kB luciferase reporter, luminescence; higher % means a stronger effect; inhibition, % at 4 µM; hits with a dose series show EC50 in µM; actives 0.63% (n = 290,000); also: many of its hits are not listed in these tables
KOR beta-arrestin-2: kappa opioid receptor blockers – cell-based, luminescence, uHTS (AID 1778) | KOR beta-arrestin recruitment, luminescence, antagonist mode; higher % means a stronger effect | inhibition, % at 10 µM, or IC50 in µM where a hit was titrated | actives 0.091% (n = 290,000); also: strong numbers were not always called active
TNAP activation fold: stimulation of alkaline phosphatase TNAP activity – biochemical, luminescent, no phosphate acceptor, uHTS, primary screen (AID 1001); purified TNAP, luminescent activation assay, no phosphate acceptor; higher activation fold means a stronger effect; activation fold at 20 µM, or EC50 in µM where a hit was titrated; actives 0.03% (n = 200,000); in the data active = activation fold from about 3, or a potency from the dose series; inactive = the rest, 99 in 100 with activation fold below about 1.6; also: many of its hits are not listed in these tables
NTR1 ag cell count 20 µM: also measured in NTR1 ag; calls as there; cell count; measured here: cell count, cytotoxicity flag
Starred values were filed as active, the others as inactive; i = inactive; . = not tested or not shown; [ ] = dose if it differs, or a comment. Rule as the data show it, unless noted: active = inhibition above about 50%; inactive = the rest.

SMILES | NOD1 NF-kB reporter | CSM14.1 death rescue | GPR55 activation | Yfh1-off respiration | KOR beta-arrestin-1 | NTR1 ag | NTR1 ag cell count 20 µM | HEK293 NOD2/NF-kB | KOR beta-arrestin-2 | TNAP activation fold
COc1cc(/C=C2\C(=O)NN(c3ccccc3)C2=O)cc([N+](=O)[O-])c1O | -38% | -0.4% | -0.2% | i | -5.9% | 2.8 | 48 | -19% | -6% | 0.7
CCN(CC)C(=O)/C(NC(=O)c1ccccc1)=C(/Sc1ncccn1)c1ccccc1 | 13% | 1.2% | 0.1% | i | 5.5% | 1.0 | 41 | 15% | 15% | 1
CC(C)C(=O)Nc1cccc(C(=O)Nc2nnc(C(C)C)s2)c1 | -96% | 1.7% | -0.4% | i | 3.9% | -0.4 | 46 | -61% | -38% | 1
CCO[C@@H]1OC(C(=O)N2CCN(Cc3ccccc3)CC2)=C[C@H](c2ccc(C(F)(F)F)cc2)[C@H]1CCCO | -5% | 2.6% | 0.1% | i | -0.4% | 3.3 | 52 | 2% | 7% | 1
CCOc1ccc(OCC)c(NC(=O)CCS(=O)(=O)c2ccc(Br)s2)c1 | -17% | -1.3% | -0.1% | i | 5.6% | 0.5 | 87 | -7% | -10% | 1
COc1ccc(C(=O)ON=C2CCN(C)CC2)cc1 | -32% | 0.5% | -0.1% | i | . | -0.7 | 53 | -15% | 6%[20 µM] | 1
Clc1ccc2[nH]c3c(c2c1)CNCC3 | -8% | . | 0.0% | . | 1.9% | -1.1 | 88 | 4% | -6% | .
CN(C)CCNC(=O)C1(O)c2cc(Br)ccc2NC(=O)N1c1ccc(Cl)cc1 (configuration not stated) | 3% | . | -0.1% | . | 0.1% | -0.5 | 43 | 11% | -19% | .
Cc1c(OCC(=O)NCCN2CCOCC2)ccc2c1oc(=O)c1ccccc12 | -18% | . | -0.2% | . | 0.7% | 3.0 | 70 | 14% | -5% | .
CCc1cccc(C)c1NC(=O)CSc1nc2ccncc2[nH]1 | -9% | . | -0.1% | . | 1.0% | 1.2 | 53 | 22% | -5% | .
Cc1ccc(NC(=O)CSc2nnc(C3CC3)n2N)cc1S(=O)(=O)N1CCOCC1 | -42% | -0.6% | 0.1% | i | -4.5% | -0.6 | 55 | 17% | 7% | 1.2
CC(=O)C1C(=O)CC(C)(O)C(C(C)=O)C1c1ccc(N(C)C)cc1 (configuration not stated) | -13% | 3.3% | -0.1% | i | 0.3% | -0.3 | 87 | -3% | 23% | 1
Cc1ccc(N)c(C(=O)CCCCC(=O)O)c1 | -23% | 0.0% | -0.2% | i | -2.2% | -0.7 | 82 | -5% | 14% | 1.1
CC(=O)Nc1ccc(NC(=O)c2ccc(COc3ccc4c(C)cc(=O)oc4c3)cc2)cc1 | -17% | -2.6% | 0.6% | i | 0.2% | -0.5 | 65 | 2% | 26% | 1.2
CCOc1ccc(-c2ccc(SCC(=O)Nc3nnc(C)s3)nn2)cc1 | -56% | -3.6% | 0.1% | i | -3.1% | 11 | 61 | -109% | 9% | 1.1
CCOC(=O)c1[nH]c2ccc(F)cc2c1NC(=O)C(C)N1CCc2cc(OC)c(OC)cc2C1 (configuration not stated) | 0% | -1.0% | -0.2% | i | 2.1% | 0.9 | 93 | -11% | 20% | 1.1
O=C(CCNS(=O)(=O)c1cccs1)N1CCN(c2cccc(Cl)c2)CC1 | -11% | . | -0.2% | . | -2.7% | -1.4 | 42 | 12% | 3% | .
CCN(c1ccccc1)S(=O)(=O)c1ccc(Cl)c(C(=O)O)c1 | -3% | -0.8% | 0.6% | i | -9.3% | -0.3 | 52 | 10% | 10% | 1.1
COc1ccc([N+](=O)[O-])cc1/C=N/NC(=O)c1nonc1N | -26% | 0.1% | 0.3% | i | -5.7% | 1.4 | 59 | 1% | -12% | 1.1
O=C(OCc1ccccc1)c1cn(-c2ccccc2)nc1-c1ccncc1 | . | -1.5% | 0.2% | i | -1.6% | 9.3 | 80 | 14% | 23% | 1
COc1cccc(NC(=O)C(=O)NCCc2ccc(F)cc2)c1 | -5% | . | -0.1% | i | -2.2% | -0.9 | 55 | -27% | 14% | .
COC(=O)C1=C(N)Oc2c(oc(CO)cc2=O)C1c1ccc(F)cc1 (configuration not stated) | 6% | . | -0.1% | i | 2.4% | -1.0 | 54 | 5% | 15% | .
Cc1ccc(SC(C)C(=O)O/N=C(\N)c2ccncc2)cc1 (configuration not stated) | -7% | . | 0.0% | . | 4.3% | 0.3 | 56 | 14% | -8% | .
Cc1[nH]c(=O)[nH]c(=O)c1/C=N/NC(=O)[C@@H](N)CC(C)C | 1% | . | -0.2% | . | 2.5% | -1.3 | 61 | 0% | 16% | .
O=C(CSc1nc2ccccc2s1)Nc1ccc(Cl)c(C(=O)O)c1 | -32% | -1.0% | -0.9% | i | -3.0% | 0.8 | 27 | -22% | 16% | 1.1
COc1ccc(N2CC(C(=O)Nc3ccc(F)cc3F)CC2=O)cc1 (configuration not stated) | -22% | -1.4% | 0.4% | i | -0.4% | 1.6 | 53 | -1% | 23% | 1.1
COc1ccc(COn2c(=O)c(C)[n+]([O-])c3ccccc32)cc1OC | -15% | -2.1% | -0.1% | i | -0.8% | 0.3 | 61 | 8% | 4% | 1.1
CC(C)c1ccc(OCC(=O)NC(=S)Nc2ccc3c4c(cccc24)CC3)cc1 | -6% | -0.2% | -0.2% | i | 1.2% | 10 | 82 | 10% | -4% | 1.1
CCn1c(SCc2ccccc2)nc2c1c(=O)[nH]c(=O)n2C | 7% | . | 0.3% | . | -2.2% | 3.3 | 43 | 3% | -39%[20 µM] | .
O=C(Oc1ccc(-c2cnc3ccccc3n2)cc1)c1cc([N+](=O)[O-])ccc1Cl | -53% | -2.5% | -0.2% | i | 9.8% | 1.7 | 45 | 1% | -38% | 1
Cn1c(=O)c2cc(NC(=O)c3ccccc3Cl)c(=O)oc2n(C)c1=O | -24% | 1.2% | 0.3% | i | 11% | -0.7 | 50 | 2% | 17% | 0.9
Cc1cc2c3c(ccc(C)c3n1)N=CN2c1ccccc1 | -12% | -0.1% | -0.4% | i | -4.6% | 1.0 | 72 | 12% | 29% | 1.1
Cc1cccc(NC(=O)c2cc3c(s2)-c2c(C)cccc2OC3)n1 | -7% | . | 0.3% | i | 0.7% | 0.4 | 54 | -26% | 13% | .
COCCN(CCOC)S(=O)(=O)c1ccc(C(=O)Nc2nc3c(s2)CCc2ccccc2-3)cc1 | -6% | 7.1% | -0.4% | i | -4.4% | . | . | 14% | -8% | 1
COc1ccc(C(=O)c2c[nH]c(C(=O)NCCCN3CCOCC3)c2)cc1 | -28% | 0.9% | -0.1% | i | 3.2% | 0.4 | 32 | 7% | -3%[20 µM] | 0.9
O=C(CN(Cc1ccccc1F)C(=O)Cn1nnc(-c2cccs2)n1)NC1CCCCC1 | -17% | -0.4% | -0.2% | i | -2.2% | -1.5 | 83 | -4% | -31% | 1.1
CCn1c2ccccc2c2nnc(SCC(=O)Nc3c(C)n(C)n(-c4ccccc4)c3=O)nc21 | -25% | -1.2% | 0.1% | i | -2.2% | 0.7 | 89 | 3% | 22% | 1.1
CN1CCN(C(=O)c2cccc(COc3cc(Cl)ccc3Cl)c2)CC1 | -32% | -1.9% | -0.3% | i | 12% | 1.7 | 58 | -54% | -13% | 1
CCS(=O)(=O)N1CCCC(C(=O)NCCN2CCC(Cc3ccccc3)CC2)C1 (configuration not stated) | 13% | 1.0% | -0.1% | . | 2.4% | -2.1 | 39 | 17% | 16% | 1.1
FC(F)(F)c1cnc(C(c2ccccc2)c2ncn[nH]2)c(Cl)c1 (configuration not stated) | -10% | 0.4% | 0.3% | i | 1.5% | 0.7 | 55 | -6% | -30%[20 µM] | 1
Clc1ccc(C2[C@H]3CN(Cc4cccnc4)[C@H](c4ccccc4)C34CC2(c2ccccc2)C4)cn1 (some centres not stated) | -4% | . | -0.1% | i | 3.6% | 8.7 | 50 | 6% | 20% | .
O=C(Cc1csc(N2CCOCC2)n1)N/N=C/c1ccc(Cl)cc1Cl | -14% | -2.4% | -0.1% | i | -7.0% | 4.4 | 76 | 15% | -24% | 1.1
Clc1ccc(OCCOCCOc2cccc3cccnc23)c(Br)c1 | -4% | -2.3% | -0.3% | i | -2.8% | 3.2 | 46 | 10% | 6% | 1
COC(=O)Nc1ccc(C)c(NC(=O)OC)c1 | -7% | -1.7% | 0.0% | i | -2.0% | -0.4 | 53 | 14% | 3% | 1
CS(=O)(=O)c1cccc(S(=O)(=O)N2CCCCCC2)c1 | -12% | . | -0.1% | . | -6.4% | 0.3 | 57 | 12% | 18% | .
CCOC(=O)C1CCN(c2cc(=O)n(Cc3ccc(F)cc3)c(=O)[nH]2)CC1 | -34% | -4.5% | -0.1% | i | -4.2% | -3.5 | 51 | 5% | 16% | 1.1
COC(=O)C1C(=O)C2=C(CC1C)NC(C)=C(C(=O)OCc1ccc(OC)cc1)C2c1ccc(C)o1 (configuration not stated) | -20% | -2.6% | -0.1% | i | -0.5% | 2.4 | 83 | -6% | 18% | 1.1
COc1ccc(N2CCN(S(=O)(=O)c3ccc4c(c3)OCCO4)CC2)cc1 | -15% | 3.0% | -0.2% | i | -0.4% | 3.9 | 61 | 8% | 20% | 1.1
Cc1ccc(-c2cc3c(n2-c2ccc(C(=O)O)cc2)CCCC3=O)cc1 | -10% | -1.1% | -0.1% | i | 10% | 0.8 | 39 | 16% | 6% | 1.1
Cc1ccc(S(=O)(=O)NN2C(=O)c3ccccc3NC2c2ccccn2)cc1 (configuration not stated) | -17% | -0.8% | -0.2% | i | -3.0% | 0.6 | 41 | -7% | 2% | 1.1
Fc1ccc(NC(=S)NC2CC3CCCC(C2)N3Cc2cccs2)cc1 (configuration not stated) | -31% | -2.5% | 0.5% | i | . | 2.7 | 32 | 0% | 42%[20 µM] | 1.3

Single records, as listed above. Screens in order: NOD1 NF-kB reporter	CSM14.1 death rescue	GPR55 activation	Yfh1-off respiration	KOR beta-arrestin-1	NTR1 ag	NTR1 ag cell count 20 µM	HEK293 NOD2/NF-kB	KOR beta-arrestin-2	TNAP activation fold
COC(=O)C1C(=O)C2=C(CC1C)NC(C)=C(C(=O)OCc1ccc(OC)cc1)C2c1ccc(C)o1 (configuration not stated) reads -20%	-2.6%	-0.1%	i	-0.5%	2.4	83	-6%	18%	1.1
Cc1ccc(S(=O)(=O)NN2C(=O)c3ccccc3NC2c2ccccn2)cc1 (configuration not stated) reads -17%	-0.8%	-0.2%	i	-3.0%	0.6	41	-7%	2%	1.1
CS(=O)(=O)c1cccc(S(=O)(=O)N2CCCCCC2)c1 reads -12%	.	-0.1%	.	-6.4%	0.3	57	12%	18%	.
COC(=O)Nc1ccc(C)c(NC(=O)OC)c1 reads -7%	-1.7%	0.0%	i	-2.0%	-0.4	53	14%	3%	1
COc1ccc(N2CCN(S(=O)(=O)c3ccc4c(c3)OCCO4)CC2)cc1 reads -15%	3.0%	-0.2%	i	-0.4%	3.9	61	8%	20%	1.1

This is a subset; the hit share may differ from the screen's.
